# Screening results as filed in PubChem BioAssay.
# Salmonella PhoP GFP – inhibitors of PhoP regulon expression, primary screen, Salmonella Typhimurium, GFP reporter (AID 1863); S. Typhimurium PhoP-regulated promoter GFP reporter, 4 h; higher % means a stronger effect; one-dose inhibition, % at 50 µM; IC50 in µM for titrated hits; actives 0.16% (n = 300,000);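 active means inhibition over 29.93%, a cutoff 3 SD above the screen mean, later confirmed by dose response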;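 further: 0% = low Mg2+ inducing control and 100% = high Mg2+ repressing control; strong numbers were not always called active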
# Ins promoter up – insulin promoter activators in MIN6 cells, imaging, high-content screening, mouse beta cells | MIN6 insulin promoter-GFP reporter; hits give high values | z-score at 5 µM | actives 0.3% (n = 190,000);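 active means z-score above 3 at 5 µM with at least 500 cells counted in the well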
# bCat nuc transl – modulators of beta-catenin nuclear translocation, primary screen, imaging, HeLa cells, immunofluorescence, high-content | actives 0.3% (n = 190,000) | nuclear translocation activity, % at 5 µM;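 active means nuclear translocation activity above 50% at 5 µM, with a well cell count of 50 or more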;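 further: per-cell ratio of nuclear to cytoplasmic median beta-catenin stain intensity; plate controls were DMSO negative control for no effect and GSK-3 inhibitor IX positive control for full effect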
#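 Technique: fluorescence imaging of beta-catenin antibody stain plus DAPI / Material: human HeLa cell line / Incubation: compound treatment 24 h, 37°C, 5% CO2 / Read-out basis: % activation of per-cell nuclear versus cytoplasmic median beta-catenin signal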
# Lipid droplet – inhibitors of hepatocyte lipid droplet formation, primary screen, imaging, high-throughput imaging, BODIPY stain; AID 1656, 2009; inhibition, % at 6.5 µM; actives 0.4% (n = 240,000); AML12 mouse hepatocytes, oleate lipid droplets;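 active means lipid droplet intensity inhibited by at least 50%, with more than 500 cells counted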
#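 material = mouse AML12 hepatocyte cell line, fixed after treatment | also added = 100 µM oleic acid challenge | doses = compound at 6.5 µM only | schedule = overnight exposure | technique = Image-based BODIPY and DAPI two-channel analysis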
# CSM14.1 death rescue – rescue of cells from ER stress-induced death, primary screen, 384-well, CSM14.1, thapsigargin, ATP luminescence (AID 1222) | CSM14.1 thapsigargin-induced death rescue, ATP luminescence; higher % means a stronger effect | cellular ATP content (survival), % at 20 µM, or EC50 in µM where a hit was titrated | 190,000 tested, under 10 active;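 active means EC50 below 50 µM in the dose-response confirmation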;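 further: death triggered by thapsigargin at about 15 µM added after 2 h compound pretreatment; cell ATP read after overnight thapsigargin exposure of roughly 18 to 22 hours; normalized against plate controls of thapsigargin alone and 5% DMSO vehicle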
# MT stabilize HCS – microtubule stabilizers in HeLa cells, primary screen, imaging, high-content imaging | HeLa tubulin immunostaining HCS, 24 h; share of cells brighter than vehicle mean+2SD | % tubulin-high responders, % at 10 µM | actives 0.83% (n = 200,000);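 active means plate Z-score above 3 for both tubulin-high and condensed-nucleus cell shares, with cell loss under 80%, at 10 µM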;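 further: anti alpha tubulin signal scored within the nucleus-defined area of each cell; some results filed as inactive read as strong as hits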
# Autophagy HCS – autophagy modulators in MEF cells, primary screen, imaging, high-content, MEF GFP-LC3; MEF GFP-LC3 puncta imaging; test concentration mostly 10 µM; calls only at 10 µM (by protocol); actives 0.98% (n = 190,000); AID 463193, 2010;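 active means percentage of spot-positive cells more than 3 SD above its plate mean, without a fluorescence outlier flag or 80% toxicity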;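 further: spot-positive cell cutoff set from DMSO-treated cells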
# T cell HTS – modulators of CD8 T cell-vesicle binding, primary screen, mouse 2C CD8+ T cells, flow cytometry; 2C CD8+ T cell-vesicle binding; hits give low values; calls only at 7 µM; actives 0.068% (n = 330,000); AID 2052, 2009;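 active means response, share of CD8 T cells binding vesicles, and their 90th percentile fluorescence all below set limits, cut at about 80% in these data, passing the limit was not always enough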
#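 Material: 2C TCR transgenic mouse naive CD8+ T cells, MACS-purified. Also added: QL9-charged Drosophila Ld/ICAM-1/B7-1 vesicles. Timing: binding 1.5 h at 37 °C. Measured by: high-throughput flow cytometry with anti-B7-1 and anti-CD8 staining. Read-out: percent CD8+ FL2 mean versus row control. Controls: Unloaded micro-vesicles (low), QL9 vesicles with 0.7% DMSO (high).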
# Dynein transport – inhibitors of GR-EGFP nuclear translocation, primary screen, dynein cargo transport inhibitor project, imaging, high-content, 3617.4 mouse cells | test concentration mostly 20 µM; stimulated with dexamethasone, 1 µM; hits give low values | AID 1381, 2008 | z-score, hits read low | actives 0.47% (n = 220,000);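 active means plate z-score of nuclear minus cytoplasmic receptor signal below a set negative limit, without overly bright fluorescence or cell loss, cut at about -3.5 in these data, passing the limit was not always enough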;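 further: z-score of nuclear minus cytoplasmic ring GR-EGFP intensity difference per well; some compounds called inactive have numbers as strong as hits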
#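 Also added: dexamethasone, 1.0 µM final. Medium: tet-free, stripped-serum medium. Detection: fixed, Hoechst-stained cells imaged at 10x for EGFP. Read-out: nuclear-to-cytoplasmic GR-EGFP distribution per well. Times: induction 48 h, compound 1 h, agonist 30 min.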
# Dynein transport cytoplasmic EGFP – also measured in Dynein transport; calls as there; z-score; measured here: cytoplasmic GR-EGFP intensity; hits give high values
# Dynein transport nuclear GR-EGFP – further read-out of Dynein transport, marked with its call; z-score; measured here: nuclear GR-EGFP intensity;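 lower value marks the stronger effect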
# Dynein transport cell count – recorded beside Dynein transport, whose call it bears; z-score; measured here: cell count per field
# Ins promoter up cell count – also measured in Ins promoter up; calls as there; cell count; measured here: cytotoxicity, nuclei count;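 total cells summed across four imaged fields per well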
# Lipid droplet cells 6.5 µM – further read-out of Lipid droplet, marked with its call; cell count; measured here: cell count, cytotoxicity flag;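 cells counted across two imaged fields per well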
# bCat nuc transl cell count 5 µM – second read-out of bCat nuc transl, no call of its own (marks repeat the call); cell count; measured here: cell count, cytotoxicity flag
# T cell HTS vesicle-bound % – recorded beside T cell HTS, whose call it bears; double positive events, %; measured here: CD8+ vesicle-bound cell fraction;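 binding gate set so that unloaded-vesicle control wells show 10% double positive cells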
# MT stabilize HCS Hoechst-high % – also measured in MT stabilize HCS; calls as there; % Hoechst-high responders; measured here: nuclear condensation Hoechst responders;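 share of cells brighter than vehicle mean plus two SD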
# MT stabilize HCS cytotoxicity % – recorded beside MT stabilize HCS, whose call it bears; toxicity, %; measured here: cytotoxicity by cell density;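 0% = mean cell density of plate MIN control wells and 100% = no cells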
# Autophagy HCS cell loss 18 h – recorded beside Autophagy HCS, whose call it bears; toxicity, %; measured here: cell loss, nuclei count;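 cell loss after 18 h compound exposure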
# An asterisk follows results filed as active; i = inactive; · = no result given; + = active, no number.
SMILES,Salmonella PhoP GFP,Ins promoter up,Ins promoter up cell count,bCat nuc transl,bCat nuc transl cell count 5 µM,Lipid droplet,Lipid droplet cells 6.5 µM,CSM14.1 death rescue,MT stabilize HCS,MT stabilize HCS Hoechst-high %,MT stabilize HCS cytotoxicity %,Autophagy HCS,Autophagy HCS cell loss 18 h,T cell HTS,T cell HTS vesicle-bound %,Dynein transport,Dynein transport cytoplasmic EGFP,Dynein transport nuclear GR-EGFP,Dynein transport cell count
N/C(=N\OC(=O)c1cccc2ccccc12)c1ccc(Br)cc1,-9%,-0.2,1002,0.3,480,2,622,-2.1%,1.8,2.2,9.5,i,16,i,44,0.91,-0.25,0.56,-0.28
Cc1nnc(NC(=O)CSc2nc(C3CCCCC3)nc3ccccc23)s1,-4%,0.46,1951,1.1,1043,7,638,-1.7%,2.9,1.9,5.7,i,19,i,14,-0.21,-0.2,-0.28,-0.92
C=CCSc1nccc(-c2nn(-c3ccc(C)cc3)ccc2=O)n1,-8%,-0.42,1150,33,638,·,·,-0.5%,39*,21*,60*,+,38*,i,56,-0.97,-0.2,-0.66,0.3
COc1ccc(-c2c(NC(=O)C(C)C)n(C)c3ccccc3c2=O)cc1,-7%,0.12,981,-1.5,1195,-2,746,2.7%,1.8,1.6,2.7,i,5,i,21,0.041,-0.029,0.4,-0.32
CC(C(=O)NCCc1nc2ccccc2[nH]1)n1cc([N+](=O)[O-])cn1 (stereo unspecified),2%,0.29,1195,-0.9,1130,5,678,-4.4%,1.3,1.8,3.1,i,17,i,66,-0.16,-0.3,-0.038,0.62
O=C(CN1CCOCC1)N/N=C/c1ccccc1,-6%,-0.14,1485,-4.8,1036,3,753,1.9%,1.7,2.6,4.7,i,6,i,27,0.12,-0.34,0.58,1.1
CC(NC(=O)CSc1nnc(CC(=O)Nc2ccc(Cl)c(Cl)c2)n1C)c1ccccc1 (stereo unspecified),15%,2,789,·,·,11,765,-0.9%,2.7,2.9,7.7,i,2,i,26,1,-0.22,0.57,-0.33
N/C(=N\c1nc(C(F)(F)F)cc(=O)[nH]1)Nc1ccc(Cl)cc1,-4%,-0.46,1557,-1.6,1125,12,659,0.3%,3.1,2.3,6.8,i,8,i,40,-0.48,-0.32,-0.29,0.65
Cc1c(C#N)c2ccccc2n1CC(=O)O,-10%,·,·,·,·,·,·,·,2.7,2.0,11,i,-7,i,18,-0.39,-0.2,-0.061,0.31
CSc1n[nH]c(NC(=O)c2c(-c3c(Cl)cccc3Cl)noc2C)n1,-4%,-0.19,1150,0.6,1257,22,735,·,·,·,·,·,·,i,32,0.73,-0.25,0.99,-0.44
COc1ccc(-c2nc(CC(=O)O)cs2)cc1,-1%,1.2,981,·,·,15,771,-0.8%,2.9,1.6,2.9,i,1,i,49,-0.35,-0.23,-0.2,0.55
CCOC(=O)c1cnn(-c2ccccn2)c1N,0%,0.73,1206,0.7,1092,·,·,-2.3%,1.5,1.1,5.1,i,-5,i,29,-0.003,-0.22,0.14,0.44
O=C(Cc1ccccc1)N/N=C/C=C/c1cccc([N+](=O)[O-])c1,-2%,·,·,·,·,·,·,1.6%,3.4,1.7,6.7,i,14,i,52,2.6,-0.18,0.76,-1.6
Cc1cccc(NC(=O)COC(=O)CCc2ccc(S(=O)(=O)N3CCOCC3)cc2)c1C,3%,0.67,1569,2.4,938,-11,652,-1.1%,2.8,1.5,2.9,i,13,i,52,2.3,-0.27,1.2,-1.1
CN(C)CCNc1ncnc2c1sc1nc(-c3ccccc3)c3c(c12)CCCC3,9%,1.4,993,0.0,1312,10,737,·,·,·,·,·,·,i,43,-2.9,2.6,-0.97,-5.8
Cc1cnn(-c2ccc3nnc(-c4ccc(Cl)cc4)n3n2)c1,-4%,-0.52,1293,-2.7,1375,·,·,-1.3%,1.1,1.9,4.9,i,1,i,54,0.16,-0.23,-0.75,0.39
Cc1ccc(S(=O)(=O)NCCC(C)C)cc1[N+](=O)[O-],3%,0.05,1473,-1.9,500,-3,761,3.7%,5.8,1.3,9.8,i,17,i,22,-0.94,-0.22,-0.3,1.3
O=C(CSc1ccccc1)Nc1ccc(N2CCN(c3ccccc3)CC2)c(F)c1,2%,0.19,1618,-2.8,1374,·,·,-1.2%,1.6,1.6,8.2,i,-20,i,47,-0.9,-0.17,0.11,1
CCOC(=O)CNC(=O)Cn1cnc2sc(C)c(S(=O)(=O)N3CCC(C)CC3)c2c1=O,0%,-0.02,1231,-2.1,1194,-3,757,2.3%,1.4,0.1,70,i,4,i,41,2.4,1.2,2.1,-2
Nc1nc(-c2ccco2)nc(N2CCCCC2)n1,4%,0.87,1265,-1.2,1113,·,·,-1.6%,1.5,1.1,5.2,i,-5,i,40,1.4,-0.18,0.47,-0.76
CCCOc1ccc(CN(CCO)CCO)cc1[N+](=O)[O-],-7%,-0.1,1225,2.3,593,-19,608,-1.9%,2.4,1.8,7.5,i,2,i,34,-0.4,-0.25,-0.31,1.6
O=[N+]([O-])c1ccccc1NCc1ccccc1Cl,-1%,0.76,1123,5.4,1091,18,691,·,3.7,2.2,4.6,i,3,i,36,-0.54,-0.26,-0.35,-0.12
CCOC(=O)c1ccc(N2C(=O)CC(N3CCC(O)(c4ccc(Cl)cc4)CC3)C2=O)cc1 (stereo unspecified),-5%,-0.69,1363,·,·,-6,720,-3.0%,3.1,1.6,8.0,i,-1,i,30,1.9,-0.27,1.1,-1.3
Cc1c(N=C2N=C(NC(=O)NC(C)(C)C)c3ccccc32)c(=O)n(-c2ccccc2)n1C,-2%,-0.49,1568,-4.7,1046,-2,669,-0.3%,2.8,4.7,10,i,-8,+,1.2*,0.028,-0.31,0.036,-0.22
CCN(CC)C(=O)CCS(=O)(=O)c1cccc2nonc12,2%,0.39,1118,-1.4,1044,-3,675,0.1%,4.9,1.3,3.3,i,0,i,45,-0.41,-0.33,-0.39,0.64
COc1ccc(C(=O)NC(=S)Nc2ccc(CN3CCOCC3)cc2)cc1OC,-6%,-0.77,1050,-0.1,1341,3,680,·,·,·,·,·,·,i,39,-0.59,-0.13,-0.33,0.87
Cc1cccc2sc(NC(=O)CN3C(=O)c4ccccc4C3=O)nc12,4%,0.25,1640,1.8,1086,10,613,0.4%,3.3,1.9,3.2,i,-7,i,32,-0.44,-0.24,-0.25,-0.012
COc1cccc(N2CCN(C(=O)CSc3ccc(F)cc3)CC2)c1,2%,·,·,0.4,1068,-3,777,-0.3%,3.1,2.8,2.7,i,-1,i,32,-0.22,-0.31,-0.092,0.69
Cc1ccccc1OCC(O)Cn1c(NCc2ccco2)nc2c1c(=O)n(C)c(=O)n2C (stereo unspecified),-2%,·,·,-2.8,1019,·,·,1.7%,1.4,1.3,0.1,i,17,i,25,0.051,-0.2,-0.035,-0.38
COc1ccc(N2CCN(CCNC(=O)c3ccc(NC(=O)C4CCCO4)cc3)CC2)cc1 (stereo unspecified),5%,1.9,1271,0.5,1046,6,738,·,2.7,1.3,1.2,i,11,i,27,-0.85,-0.12,-0.15,0.33
O=C(Nc1ccc([N+](=O)[O-])cc1)C1C(c2ccccc2)=C1c1ccccc1,-8%,0.02,1432,-0.4,1376,·,·,-1.0%,1.6,1.9,3.5,i,0,i,23,-0.77,-0.19,-0.56,1.1
COC(=O)C(NC(=O)c1ccccc1C)(Nc1ncc(S(=O)(=O)c2ccc([N+](=O)[O-])cc2)s1)C(F)(F)F (stereo unspecified),8%,0.76,1109,0.1,1131,0,780,1.4%,3.0,1.3,7.9,i,-4,i,18,-0.4,-0.17,0.15,0.25
COC(=O)c1sccc1NC(=O)c1csc(C)c1,8%,·,·,-0.9,1002,3,613,-3.2%,3.1,1.4,2.7,i,5,i,58,-0.64,-0.29,-0.43,-0.28
